High-throughput results from PubChem.
CFTR F508del cor: correctors of CFTR F508del function in bronchial epithelial cells. 350,000 tested, 0.36% active. CFBE cells, YFP halide quenching; stimulated with forskolin plus potentiator P3; % fluorescence drop versus neutral controls. AID 720511. activity (quench increase), % at 7.58 µM;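 active = mean added fluorescence quench of at least 8% versus neutral control, with both replicates also reaching 8%; inconclusive = only one of the mean or replicate conditions met; inactive = mean below 8% and not both replicates reaching 8%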;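 also: cells transiently co-express mutant CFTR-F508del with the halide-sensitive YFP; corrector assay measuring rescue of mutant channel to the surface after 24 h compound exposure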
Xi reactivation: X-chromosome reactivation activator. XiGFP mouse fibroblasts, % GFP-positive cells imaging, 3 d; cells co-treated with 5-aza-dC sensitizer; scaled so ellipticine positive control = 100%. activation, % at 7.58 µM. 360,000 tested, 0.055% active;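 active = mean normalized replicate activation at least 10% and every replicate at or above 10%; inconclusive = only one of the two criteria met; inactive = mean below 10% and not all replicates reach 10%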;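 also: 0% = median of on-plate neutral control wells and 100% = ellipticine 6 µM median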
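System: 68-5-11 XiGFP fibroblast line; Timing: 3 days compound exposure; Compound dosing: one concentration, pinned; Benchmarks: positive control ellipticine, 6 µM final; Buffer or medium: DMEM containing 5-aza-dC.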
EWS-Fli inh: blocks EWS/Fli oncoprotein-driven transcription. AID 651661. inhibition, % at 12.6 µM. 350,000 tested, 0.67% active. A673 NR0B1-luciferase reporter, viability-normalised;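 active = mean inhibition of at least 50% after viability correction, with every replicate also passing that limit; inconclusive = mean reaches 50% but only one of two replicates passes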;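 also: firefly luciferase signal divided by Alamar Blue viability fluorescence both relative to DMSO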
ARNT TACC3 PPI: ARNT/TACC3 interaction disruption | Q9Y6A5 | AlphaScreen His-ARNT PAS-B/GST-TACC3 binding, luminescence; TACC3 fragment carries E629A point mutation | inhibition, % at 9.99 µM | 390,000 tested, 0.66% active;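 active = mean inhibition of replicates at least 50% and at least half of replicates each reaching 50%; inconclusive = half or more replicates reach 50% but mean below 50%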;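 also: 0% = complete ARNT plus TACC3 wells and 100% = ARNT alone without TACC3; many hits fall short of the cut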
DENV2 CPE rescue: inhibitors of DENV2 cytopathic effect | DENV2-infected cells, cytopathic effect rescue, plate reader | CPE inhibition, % at 9.99 µM | 350,000 tested, 1.7% active; in the data active = CPE inhibition above about 20%, passing the limit was not always enough; inconclusive = no clear call, values can overlap the other calls; tested in BHK-21 cells;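 also: 0% = median of neutral control wells and 100% = median of positive control wells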
PAX8 reporter: lowers PAX8-driven luciferase in RMG-I cells | RMG-I TPO-luciferase reporter, SteadyGlo, 24 h | 360,000 tested, 1.2% active | inhibition, % at 12.6 µM;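 active = mean replicate inhibition at least 60% with every replicate also reaching 60%; inconclusive = only one of the two criteria is met; inactive = mean below 60% and not all replicates reaching 60%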;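 also: luciferase light reporting Pax8 driven TPO promoter activity; plate controls were median of neutral control wells for no effect and mitoxantrone controls for full effect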
ERp5 inh: inhibitors of human ERp5; Q15084; ERp5 insulin aggregation, absorbance 650 nm, 90 min; inhibition, % at 9.99 µM; 350,000 tested, 0.05% active; AID 651711;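 active = mean replicate inhibition above about 25%, with every replicate also reaching it, limit read from the data, passing the limit was not always enough; inconclusive = only one of those two criteria met; inactive = neither criterion met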
Target sequence (Q15084 whole entry, looked up): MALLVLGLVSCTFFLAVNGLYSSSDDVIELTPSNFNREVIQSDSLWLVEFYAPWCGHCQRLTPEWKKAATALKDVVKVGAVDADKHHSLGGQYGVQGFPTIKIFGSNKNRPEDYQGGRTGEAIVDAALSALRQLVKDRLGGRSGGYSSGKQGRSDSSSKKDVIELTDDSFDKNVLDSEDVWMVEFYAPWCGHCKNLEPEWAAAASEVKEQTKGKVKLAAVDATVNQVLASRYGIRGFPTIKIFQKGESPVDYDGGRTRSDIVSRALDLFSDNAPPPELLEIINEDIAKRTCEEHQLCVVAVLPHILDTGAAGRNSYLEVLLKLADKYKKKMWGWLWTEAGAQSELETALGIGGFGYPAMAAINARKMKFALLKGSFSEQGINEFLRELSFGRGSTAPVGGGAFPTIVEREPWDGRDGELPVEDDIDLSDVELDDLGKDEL
INS-1E GSIS act: primary screen for activators of insulin secretion dependent on glucose, INS-1E cells, GLuc reporter luminescence; INS-1E GLuc reporter insulin secretion, 2-3 h; activation, % at 16.6 µM; 370,000 tested, 0.61% active; AID 743287;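 active = lowest replicate activation of at least 40%, so every replicate reaches that level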;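 also: 0% = median of neutral control wells and 100% = median of IBMX positive control wells; some compounds called inactive have numbers as strong as hits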
* marks the source's active call; other numbers are inactive results; ? = inconclusive; · = not tested or not shown; & = joins results of further samples.

molecule	DENV2 CPE rescue	ARNT TACC3 PPI	ERp5 inh	Xi reactivation	EWS-Fli inh	INS-1E GSIS act	PAX8 reporter	CFTR F508del cor
Cc1ccc(S(=O)(=O)N2CCOCC2)cc1C(=O)OCC(=O)c1ccc[nH]1	1	1	-5	-0.3	0	-14	-5	-0.3
CC(=O)c1ccc(NC(=O)c2ccc(C)c(S(=O)(=O)N3CCOCC3)c2)cc1	-8	-1	-1	0.3	·	9	-9	0.1
Cc1ccc(C(=O)Nc2ccn(C)n2)cc1	-7	0	1	0.1	-63	14	-153	1.7
CCOC(=O)CSc1nc2ccsc2c(=O)[nH]1	3	3	3	0.1	4	2	5	1.3
Cc1onc(-c2c(Cl)cccc2Cl)c1CO/N=C(\C#N)c1c(Cl)cccc1Cl	19	2	1	0.1	10	-8	22	-5.3
COc1ccc(CN(CC(=O)NC2CCCC2)C(=O)CCC(=O)Nc2nccs2)cc1	5	8	5	0.1	3	17	9	2.3
C[C@H](CO)N1C[C@H](C)[C@@H](CN(C)S(=O)(=O)c2cccc(F)c2)OCc2cnnn2CCCC1=O	-8&-4	-7	5&-1	-0.2&-0.3	8&1&6	-6&7	-13&-5&-5	3.0&1.2&2.8
Fc1ccc(Nc2nc(NCc3ccco3)c3ccccc3n2)cc1	-16	3	-2	-0.1	16	-3	53	-3.6
CC1CCc2c(sc(NC(=O)CSc3nc(N)cc(=O)[nH]3)c2C(N)=O)C1 (stereo not drawn)	-12	·	-3	0.0	2	0	7	-2.4
O=C(CNS(=O)(=O)c1ccccc1)NCc1ccco1	2	-1	-12	0.0	-6	25	-1	0.3
CCOc1ccc(/C=C2\SC(=S)N(CC(=O)NCCCN3CCOCC3)C2=O)cc1	-5	8	-2	0.0	-23	-8	-29	3.1
Cc1ccnc(SCc2ccc([N+](=O)[O-])cc2)n1	2	-2	-1	0.1	-12	10	-2	-0.8
C/C(CC(=O)Nc1cccnc1)=N\NC(=O)C(=O)Nc1cccc(C)c1	0	1	5	-0.2	10	-7	-8	·
CCOc1ccc(NC(=O)C(C)NS(=O)(=O)c2ccc(NC(C)=O)cc2)cc1 (stereo not drawn)	3	-20	-9	0.0	12	-4	-10	-1.5
O=C(NP(=O)(N1CCOCC1)N1CCOCC1)C1=C(N2CCOCC2)/C(=C\c2ccccc2)CC1	6	-18	-3	0.2	-27	12	-4	-0.8
COc1cccc(C(=O)/C=C2\Sc3ccccc3N2C)c1	1	-16	11	0.1	-81	3	-62	-5.9
Cc1c([N+](=O)[O-])c(C(=O)NC2CCCCC2)nn1C	-1	0	3	0.8	·	-8	-3	1.6
COC(=O)c1cn(C)c2ccc(S(=O)(=O)N3CCOCC3)cc2c1=O	-2	-4	4	0.0	-12	-9	-3	2.9
CCn1c(SCC(=O)Nc2ccc(C(C)=O)cc2)nc2c([nH]c3ccccc32)c1=O	5	-3	6	0.3	32	13	23	-0.3
COc1ccc(NC(=O)N(C)C[C@@H]2OCCCC[C@H](C)Oc3ccc(NC(=O)c4ccccc4)cc3C(=O)N([C@H](C)CO)C[C@H]2C)cc1	-13	-4	-2	0.1	-8	-23	-18	2.1
O=C(Nc1cccc2c1C(=O)NC2=O)c1cccnc1Cl	·	-3	1	0.0	4	-3	-3	-0.8
Cc1ccc(S(=O)(=O)N2CCOCC2)cc1NC(=O)COC(=O)CNC(=O)c1ccc(C(C)(C)C)cc1	20	3	-2	0.0	-11	-13	-58	·
Cc1ccc(NC(=O)Cc2nnc(SCC(=O)NC3CCCC3)n2C)c(C)c1	-1	-5	-2	0.4	-2	7	-10	1.6
COc1ccc(CNC(=O)COC(=O)C2CCC(C(C)(C)C)CC2)cc1 (stereo not drawn)	-6	-2	-1	0.2	-12	·	-1	·
Cc1cc(NC(=O)Cn2nnc(-c3ccccc3N)n2)no1	·	1	·	0.8	·	10	1	·
O=C(CCN1CCC(c2cccs2)=N1)c1cccs1	-4	·	3	0.2	-77	0	-83	-0.9
CCOc1ccc(C(=O)N/N=C/c2ccc(SC)cc2)cc1	-1	1	-10	-0.1	-4	-6	-7	·
O=c1cc(C(F)(F)F)nc(SCc2cccc3ccccc23)[nH]1	-1	-3	2	0.0	6	-27	-5	-3.3
CCNC(=O)C[C@H]1CC[C@H]2[C@@H](COc3ccc(NC(C)=O)cc3C(=O)N2C)O1	-2	-3	1	0.4	2	-3	-27	2.2
CCOc1ccc(Nc2n[nH]c(=S)s2)cc1	6	7	-7	-0.4	-49	-7	-96	·
O=C(C[C@H]1C(=O)N(CCc2ccccc2)C[C@@H]1Cc1ccccc1)Nc1ccc(Br)cc1	7	·	6	0.2	6	-29	2	-0.1
O=[N+]([O-])/C(C(Cl)=C(Cl)Cl)=C(/NC1CC1)Sc1ccccc1	0	-2	4	0.0	9	7	0	0.7
COc1ccc(S(=O)(=O)N(C)C[C@@H]2Oc3ccc(NC(=O)CCC(F)(F)F)cc3CC(=O)N([C@H](C)CO)C[C@@H]2C)cc1	15	-19	3	0.5	-398	-5	4	0.8
CCOC(=O)c1cn(Cc2cccc(C)c2)nn1	-5	-2	1	-0.1	4	2	35	-1.3
CN(C)S(=O)(=O)c1cccc(-n2sc3ccccc3c2=O)c1	-5	2	-3	-0.1	10	65*	-50	-4.5
Cc1[nH]c2ccccc2c1C(=O)C(=O)N1CC=C(c2ccccc2)CC1	·	-11	·	0.0	·	-24	-18	·
COc1ccc(N(C(=O)C2CCCCC2)C2C=CS(=O)(=O)C2)c(OC)c1 (stereo not drawn)	·	-5	-1	·	7	7	·	0.2
CC1(C(=O)NS(=O)(=O)c2ccc(C#N)cc2)CCN1C(=O)CC1CC1 (stereo not drawn)	?	·	5	0.0	1	15	-2	-2.7
NC(=O)c1cc2ccncc2c2ccccc12	17	2	1	0.2	3	9	-26	-2.7
Cc1cc(CN2CCC(N3CCC(C(=O)NC4CC4)CC3)CC2)cc(C)c1O	10	-2	0	-0.1	·	16	-3	-5.7
NC(=S)N/N=C/c1cccc(/C=N/NC(N)=S)c1	-5	3	?	0.1	12	-1	6	1.4
NS(=O)(=O)c1ccc(NC(=O)c2cc(Cl)sc2Cl)cc1	4	11	1	0.1	8	5	63*	5.5
COc1ccc(/C=C2/NC(=O)N(Cc3ccccc3F)C2=O)cc1OC	-3	-8	-10	0.6	13	-1	2	-0.2
Cc1cccc(C)c1-n1nnnc1C(c1ccccc1OC(F)(F)F)N1CCN(C/C=C/c2ccccc2)CC1 (stereo not drawn)	1	·	-1	0.0	16	-43	5	-4.2
O=C(COc1ccccc1Cl)NNC(=O)c1cc(S(=O)(=O)N2CCOCC2)ccc1N1CCCC1	4	-4	6	0.3	1	6	8	-0.2
CCc1ccc(-c2nnn(CCC#N)n2)cc1	3	-8	12	0.0	-29	-5	-40	1.1
CCOC(=O)CSc1nc2cc(C(=O)N3CCC(C(N)=O)CC3)ccc2c(=O)n1C1CCCCC1	-1	7	1	0.0	9	1	8	·
Cc1cc(C(=O)CCC(=O)N(C)CC(=O)Nc2c(Cl)cccc2Cl)c(C)s1	12	-7	3	0.0	2	8	1	1.1
Cc1cc(O)c(Sc2ccc(Cl)cc2)c(=O)[nH]1	?	0	-5	0.2	10	14	18	-1.2
COc1ccc(C(CNC(=O)C(Cc2ccccc2)NC(N)=O)N(C)C)cc1 (stereo not drawn)	1	-2	3	0.0	-1	-14	10	0.3
Cc1ccccc1S(=O)(=O)N[C@@H]1CC[C@H](CCNS(=O)(=O)c2cccc(F)c2)O[C@@H]1CO	10	2	-2	-0.1	2	-6	2	2.0
CCc1cccc(CC)c1NC(=S)NCc1ccc2[nH]c(C)cc2c1	-2	35	1	0.6	7	·	19	-1.2
CCCCCCCCN1C(=O)[C@H](CC(=O)NCCCCc2ccccc2)C[C@@]2(C(=O)OC)CC(C)(C)CC=C12	35*	·	5	0.2	8	-33	27	-2.1
Cc1cccc(NC(=O)CSc2ccc(-c3ccco3)nn2)c1C	·	2	·	0.3	0	26	-8	-1.3
Cc1cccc(C)c1OCC(=O)N(Cc1ccc(Cl)cc1)C1CCS(=O)(=O)C1 (stereo not drawn)	2	-8	2	0.0	5	-16	20	-0.5
COc1ccc(NC(=O)CC2CC3CCC2C3)cn1 (stereo not drawn)	·	-7	-1	0.0	-21	-10	-19	-1.5
O=C1c2ccc(-c3ccc4c(c3)C(=O)N(CCCO)C4=O)cc2C(=O)N1CCCO	4	-3	4	0.0	10	-8	21	0.8
O=C(NCC(c1cccnc1)N1CCN(c2ccccc2F)CC1)c1ccco1 (stereo not drawn)	-4	2	2	-0.1	0	·	5	-0.1
Cc1cc(C)cc(NC(=O)NCc2c(-c3ccccc3)noc2C)c1	6	1	3	0.3	1	0	-6	-3.3
C=CCN1C(=O)/C(=C\C(C)=C\c2ccccc2)SC1=S	?	-4	5	0.2	-90	·	5	2.4

Next records follow:
molecule	DENV2 CPE rescue	ARNT TACC3 PPI	ERp5 inh	Xi reactivation	EWS-Fli inh	INS-1E GSIS act	PAX8 reporter	CFTR F508del cor
C[C@H]1CN([C@@H](C)CO)C(=O)c2cc(NC(=O)Nc3ccc4c(c3)OCO4)ccc2O[C@H]1CN(C)Cc1ccc(C(=O)Nc2ccccc2N)cc1	6	6	-10	-0.1	35	23	·	2.9
COc1cccc(C(=O)Nc2cccc3ccccc23)c1OC	-6	-18	-4	0.1	-46	11	-31	1.5
O=C(Cc1ccccc1)NNC(=O)Nc1ccc(Cl)c(Cl)c1	3	·	-4	0.1	0	5	-3	-2.4
COc1ccccc1C#Cc1ccc2c(c1)O[C@H](CN(C)Cc1ccncc1)[C@H](C)CN([C@H](C)CO)S2(=O)=O	9	-5	6	0.2	0	-42	46	4.9
COc1ccc(NC2CCCN(C(=O)CCN3CCCC3=O)C2)cc1OC (stereo not drawn)	-1	17	2	-0.1	·	24	-29	-1.6
O=C(O)c1ccc(Cn2cnc3cccnc32)cc1	-6	-2	-2	-0.1	0	-3	3	·
C/C(N)=C(/C#N)C(=O)CSc1nc2scc(-c3ccc(F)cc3)c2c(=O)n1C	-2	-4	-3	0.0	18	5	22	1.5
Cc1ccc(NC(=O)CSc2nc3c(cc2C#N)C(=O)CCC3)cc1S(=O)(=O)N(C)C	12	-10	7	1.8	0	8	33	-0.3
O=C(COc1ccccc1)N[C@@H]1c2ccccc2CC[C@H]1OCc1ccccc1	1	1	-5	0.1	11	-28	37	0.1
CC(C)=CCC[C@H](C)C[C@@H]1Cc2[nH][nH]c(=O)c2[C@H](c2ccc(F)cc2)O1	-13	·	-2	0.0	-5	-8	0	-1.4
Cc1noc(C)c1S(=O)(=O)Nc1ccc2c(c1)C(=O)N([C@H](C)CO)C[C@@H](C)[C@@H](CN(C)C(=O)Nc1ccc(F)cc1)O2	·	·	·	-0.8	-16	-2	0	-4.5
O=C(CCc1n[nH]c(=O)[nH]c1=O)N1CCCCC1	9	-4	0	0.0	4	·	10	3.8
Cc1onc(-c2c(F)cccc2Cl)c1C(=O)Nc1ccccc1N1CCOCC1	-1	4	1	-0.1	-1	-34	6	4.5

This is a random part of the collection; 4.2% or so of the library scored in one or more.
